TCR act = activates T cell receptor signaling | Potency, µM (titrated, usually from 9.22 µM), inactives show at the highest dose activation of IL-2 secretion, actives largely listed as activators | AID 504894 | primary human leukocytes, anti-CD3, IL-2 HTRF, 48 h | 330,000 tested, under 10 active; also: % of control where 0% means no effect
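IL-2 release read by HTRF sandwich (Eu cryptate donor, d2 acceptor, 665 nm emission) after 48 hr exposure of primary human leukocytes to compound together with anti-CD3 beads in the absence of co-stimulatory signals.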
CXXC DNA block = blocks binding of human MLL CXXC domain to DNA; Q03164; MLL-CXXC / FITC-HOXA9 DNA fluorescence polarization; Potency, µM (highest dose often 115 µM), for the others: at the top dose activity change, negative = inhibition, usual class: inhibitors; 0.037% of 290,000 active; active = well fitted inhibition curve with a large enough effect in the polarisation, with a control signal flat, not every such curve was filed as active; inconclusive = small, poorly fitted or top-dose-only effect, or effect the other way, or a change in a side signal; inactive = no such curve, though single readings can be large or run the other way; the % refers to the polarisation; also: potency is read from the fitted curve at half-maximal effect
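Steps: dispense CXXC domain solution (7 uM) → pin compounds or unlabeled HOX-A9 DNA control → 5 min ambient → add FLSN-HOX-A9 solution (50 nM) → spin → 30 min ambient → fluorescence polarization. Tris pH 7.5/NaCl/DTT/BSA buffer.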
ASM inhibitor = blocks human secretory acid sphingomyelinase. placental ASM, HMU-PC fluorogenic substrate, 60 min. AID 504937. Potency, µM (doses to about 57.5 µM), for inactives: at the highest dose activity change, negative = inhibition, most hits filed as inhibitors. 0.006% of 340,000 active. P17405; also: potency is read from the fitted curve at half-maximal effect
Target sequence (P17405 47-631 limits assumed): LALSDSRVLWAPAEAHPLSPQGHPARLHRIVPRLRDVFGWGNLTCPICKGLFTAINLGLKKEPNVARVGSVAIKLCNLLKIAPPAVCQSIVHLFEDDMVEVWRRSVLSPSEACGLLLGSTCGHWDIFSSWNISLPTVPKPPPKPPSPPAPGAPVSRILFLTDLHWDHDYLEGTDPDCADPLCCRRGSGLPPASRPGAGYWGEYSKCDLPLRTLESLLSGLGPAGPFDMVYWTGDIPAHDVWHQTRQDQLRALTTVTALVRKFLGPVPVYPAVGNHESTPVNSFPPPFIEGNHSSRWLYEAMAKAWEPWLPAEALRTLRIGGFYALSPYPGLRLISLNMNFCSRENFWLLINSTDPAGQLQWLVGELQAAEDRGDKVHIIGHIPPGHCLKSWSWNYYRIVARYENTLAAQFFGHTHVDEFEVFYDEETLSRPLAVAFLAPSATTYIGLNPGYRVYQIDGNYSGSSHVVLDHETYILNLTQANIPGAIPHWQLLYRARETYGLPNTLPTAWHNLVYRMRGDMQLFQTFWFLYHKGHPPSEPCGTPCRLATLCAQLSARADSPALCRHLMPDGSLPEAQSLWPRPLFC
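Human placenta-derived ASM enzyme was preincubated with compound for 10 minutes at room temperature, then given fluorogenic substrate HMU-PC0 (9 uM final) for 60 minutes at 37 °C; a pH 10 stop preceded fluorescence reading at Ex 386/Em 447 nm.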
TSHR antag = antagonists of human thyroid stimulating hormone receptor | TSHR-expressing cells, TSH-stimulated cAMP HTRF, 2 h; hits give low values | activity change, negative = inhibition, % at 11.5 µM | 0.2% of 330,000 active | AID 504810;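 active = activity change below a set negative limit, meaning inhibition stronger than a set level, cut at about -70% in these data; inconclusive = activity change between two set negative limits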; also: % is scaled to controls: 0 for no effect and ±100 for the full control effect
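Competitive HTRF cAMP read-out (cryptate anti-cAMP antibody, cAMP-d2; 30 min, room temperature) in freshly harvested TSHR cells. Compounds added before TSH at EC80 (4nM final), followed by 2 hours' incubation at 37 deg C.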
Menin MLL FP TR = inhibitors of human menin-MLL interaction, mutant MLL peptide; O00255; Menin + Texas Red MLL mutant peptide, fluorescence polarization; Potency, µM (titrated, usually from 61.6 µM), for the others: at the highest dose FP activity change, negative = inhibition, actives largely listed as inhibitors; 0.23% of 270,000 active; active = well fitted inhibition curve with a large enough effect in the polarisation, with a control signal flat, not every such curve was filed as active; inconclusive = small, poorly fitted or top-dose-only effect, or effect the other way, or a change in a side signal; inactive = no such curve, though single readings can be large or run the other way; the % refers to the polarisation; also: potency is read from the fitted curve at half-maximal effect; % of control where 0% means no effect; many of its hits are not listed in these tables
Integrin act MD = activates integrin-mediated alleviation for muscular dystrophy; alpha7betagal myoblasts, beta-gal FDG fluorescence, 48 h; Potency, µM (doses to about 38.3 µM), for the others: at the highest dose activation, most hits filed as activators; 0.064% of 350,000 active; AID 624291;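 also: potency is read from the fitted curve at half-maximal effect; 100% = response of the positive control SU9516; nearly all actives have a fitted effect of over 60% in size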
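Alpha7betagal+/- myoblasts (passage 13) were plated 16-24 hr, then exposed to compounds (1:260 dilution of DMSO stock) for 48 hours at 37C. After MPER lysis, β-galactosidase reporter activity was read as FDG fluorescence (ex 480/em 540) after 30 minutes.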
MBNL1-CUG inh = MBNL1-poly(CUG) RNA binding inhibition; Q9NR56; TR-FRET MBNL1-His/biotin-(CUG)12 binding, 665/545 ratio; Potency, µM (titrated, usually from 57.5 µM), for inactives: at the top dose activity change, negative = inhibition, hits mostly inhibitors; 0.036% of 280,000 active; AID 2675; active = well fitted inhibition curve with a large enough effect in the signal ratio, with a control signal flat, not every such curve was filed as active; inconclusive = small, poorly fitted or top-dose-only effect, or effect the other way, or a change in a side signal; inactive = no such curve, though single readings can be large or run the other way; the % refers to the signal ratio; also: potency is read from the fitted curve at half-maximal effect; % is scaled to controls: 0 for no effect and ±100 for the full control effect
Target sequence (Q9NR56 whole entry, looked up): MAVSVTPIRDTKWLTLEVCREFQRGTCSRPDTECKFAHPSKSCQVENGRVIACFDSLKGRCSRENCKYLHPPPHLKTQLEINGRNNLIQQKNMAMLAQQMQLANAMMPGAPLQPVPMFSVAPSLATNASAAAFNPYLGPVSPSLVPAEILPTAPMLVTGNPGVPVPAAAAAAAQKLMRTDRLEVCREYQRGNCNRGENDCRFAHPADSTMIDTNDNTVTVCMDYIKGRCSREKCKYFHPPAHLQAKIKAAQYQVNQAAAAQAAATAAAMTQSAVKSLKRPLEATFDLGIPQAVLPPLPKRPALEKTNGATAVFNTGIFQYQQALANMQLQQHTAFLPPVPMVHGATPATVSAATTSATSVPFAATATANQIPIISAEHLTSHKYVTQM
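Inhibition of protein-RNA binding appears as loss of TR-FRET between terbium anti-His antibody on MBNL1-His and streptavidin-XL665 on biotin-(CUG)12. Activity is normalized to buffer-only and uninhibited-complex controls.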
A-T KAP1 phos = candidate therapy for ataxia-telangiectasia | […] A-T fibroblasts, KAP-1 phosphorylation AlphaLISA; neocarzinostatin DNA damage 30 min before lysis | Potency, µM (series often up to 57.5 µM), for the others: at the top dose activation, usual class: activators | 0.19% of 320,000 active; also: potency is read from the fitted curve at half-maximal effect; % of control where 0% means no effect; nearly all actives have a fitted effect of over 45% in size
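ATM-like activity read as KAP-1 phosphorylation via AlphaLISA donor/acceptor antibody pairs after lysis and 6 hr at 25C. Cells were ATM-null patient fibroblasts ([…], hTERT), dosed 60 min, then exposed to the DSB inducer NCS for 30 min.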
Mito fusion act = inhibitors of mitochondrial division or activators of mitochondrial fusion; AID 485298; S. cerevisiae fusion-defective mutant growth rescue, CellTiterGlo 48 h; 0.23% of 320,000 active; Potency, µM (highest dose often 46.1 µM), without a hit: at the highest dose growth rescue (activation), hits mostly activators;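 also: potency is read from the fitted curve at half-maximal effect; % of control where 0% means no effect; nearly all actives have a fitted effect of over 45% in size; temperature-sensitive fusion mutants such as fzo1-1 at 37 °C on non-fermentable ethanol glycerol medium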
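Read-out: ATP-based luminescence (CellTiterGlo, 10 min ambient) reporting growth of fusion-defective ts yeast after 48 hours at 37C on glycerol/ethanol YPEG medium in the presence of compound.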
TSG101-PTAP inh = blocks PTAP/TSG101 interaction to inhibit HIV-1 budding. Fluorescence polarization, FITC-PTAP peptide / Tsg101 binding. 340,000 tested, under 10 active. Q99816. Potency, µM (doses to about 115 µM), inactives show top-dose activity change, negative = inhibition, most hits filed as inhibitors; active = well fitted inhibition curve with a large enough effect in the main read-out, with a control signal flat, not every such curve was filed as active; inconclusive = small, poorly fitted or top-dose-only effect, or effect the other way, or a change in a side signal; inactive = no such curve, though single readings can be large or run the other way; also: potency is read from the fitted curve at half-maximal effect; % of control where 0% means no effect
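Fluorescence anisotropy tracks displacement of a FITC-tagged PTAP peptide (50 nM) from the Tsg101 binding domain (10 uM), following a 20 min room-temperature incubation at pH 7.5.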
The depositor's hits bear a star; [ ] = remark or other dose. Unless noted, calls follow the shape of the dose curve; as a rule, active = well fitted curve in the direction sought with a large enough effect; inconclusive = small, poorly fitted or top-dose-only effect, or another doubt; inactive = no such curve, though single readings can be large; an effect the other way counts as inactive or inconclusive. Some of the compounds tested; the hit share may differ from the screen's.

What do the screens show for `C/C(=N/O)c1cc(C(C)(C)C)c(O)c(C(C)(C)C)c1`?
TCR act: -1%; CXXC DNA block: 2%; ASM inhibitor: -3%; TSHR antag: -11; Menin MLL FP TR: -17%; Integrin act MD: -1%; MBNL1-CUG inh: 4%; A-T KAP1 phos: -1%; Mito fusion act: 3%; TSG101-PTAP inh: -7%

What do the screens show for `COc1ccc(C)cc1S(=O)(=O)N1CCCC(C(=O)N2CCN(c3ccccc3F)CC2)C1` (stereo not drawn)?
TCR act: 13%; CXXC DNA block: inconclusive; ASM inhibitor: -2%; TSHR antag: 10; Menin MLL FP TR: inconclusive; Integrin act MD: -5%; MBNL1-CUG inh: 2%; A-T KAP1 phos: -6%; Mito fusion act: 4%; TSG101-PTAP inh: 0%

Results for Cc1c(Nc2ncnc3nc[nH]c23)c(=O)n(-c2ccccc2)n1C ?
TCR act: 6%[46.1 µM]; CXXC DNA block: 1%; ASM inhibitor: -4%; TSHR antag: 1; Menin MLL FP TR: 1%; Integrin act MD: 15%; MBNL1-CUG inh: 0%; A-T KAP1 phos: 6%; Mito fusion act: -2%; TSG101-PTAP inh: -1%

What do the screens show for `CSc1cccc(NC(=O)C(=O)NCc2ccccc2)c1`?
TCR act: 1%; CXXC DNA block: 3%; ASM inhibitor: 0%; TSHR antag: 0; Integrin act MD: 0%; MBNL1-CUG inh: -1%; A-T KAP1 phos: 7%; Mito fusion act: -2%; TSG101-PTAP inh: 0%

How did COc1ccc2cc(CN(CCO)C(=O)c3ccccc3F)c(=O)[nH]c2c1 do in these assays?
TCR act: 1%; CXXC DNA block: 2%; ASM inhibitor: 1%; TSHR antag: 6; Menin MLL FP TR: -1%; Integrin act MD: 0%; MBNL1-CUG inh: -6%; A-T KAP1 phos: -2%; Mito fusion act: 1%; TSG101-PTAP inh: -3%

How did FC(F)(F)c1nnc2sc(-c3ccccn3)nn12 do in these assays?
TCR act: 4%; CXXC DNA block: 2%; ASM inhibitor: 2%; TSHR antag: 7; Menin MLL FP TR: 9%; Integrin act MD: 9%; MBNL1-CUG inh: -9%; A-T KAP1 phos: 0%; Mito fusion act: 4%; TSG101-PTAP inh: -5%

What do the screens show for `CCCC(=O)Nc1ccccc1N1CCN(C(=O)C(C)C)CC1`?
CXXC DNA block: 6%; ASM inhibitor: 1%; TSHR antag: 20; Menin MLL FP TR: 3%; Integrin act MD: -27%; MBNL1-CUG inh: 8%; A-T KAP1 phos: 2%; Mito fusion act: -3%; TSG101-PTAP inh: 0%

How did Cc1c[n+](CC(=O)c2ccccc2)cs1 do in these assays?
TCR act: 10%; CXXC DNA block: -3%; ASM inhibitor: -2%; TSHR antag: -6; Menin MLL FP TR: -29%; Integrin act MD: -19%; MBNL1-CUG inh: -5%; A-T KAP1 phos: 2%; Mito fusion act: 3%; TSG101-PTAP inh: 2%

Results for COc1cc(-c2nc3ccc(N4CCN(C)CC4)cc3[nH]2)cc(OC)c1OC ?
TCR act: 3%; CXXC DNA block: 15%; TSHR antag: -6; Menin MLL FP TR: 36%[activator]; Integrin act MD: -4%; MBNL1-CUG inh: 15%; A-T KAP1 phos: 12%; Mito fusion act: -2%; TSG101-PTAP inh: -4%

Results for CC(C)CC(NC(=O)c1ccc(Cl)cc1)C(=O)O (stereo not drawn) ?
TCR act: -19%; CXXC DNA block: -2%; ASM inhibitor: -2%; TSHR antag: -14; Menin MLL FP TR: -4%; Integrin act MD: 4%; MBNL1-CUG inh: -1%; Mito fusion act: 0%; TSG101-PTAP inh: 0%

What do the screens show for `Cc1ccc(S(=O)(=O)NC2CC(C)(C)N(O)C(C)(C)C2)cc1`?
TCR act: -2%; ASM inhibitor: 2%; TSHR antag: 3; Integrin act MD: -9%; A-T KAP1 phos: 5%; Mito fusion act: -2%; TSG101-PTAP inh: 0%

How did COc1ccc(CNC(=O)C2CCN(c3cc(C(=O)Nc4cccc(OC)c4)ccn3)CC2)cc1 do in these assays?
TCR act: -6%; CXXC DNA block: 2%; ASM inhibitor: 32%; TSHR antag: 5; Menin MLL FP TR: 19%; Integrin act MD: -35%; MBNL1-CUG inh: 58%[activator]; A-T KAP1 phos: 8%; Mito fusion act: -54%[inhibitor]; TSG101-PTAP inh: -4%

How did O=C(CN(C(=O)Cn1nnc(-c2ccc(F)cc2)n1)c1cccc(F)c1)NC1CCCC1 do in these assays?
TCR act: 2%; CXXC DNA block: 9%; ASM inhibitor: 0%; TSHR antag: 1; Menin MLL FP TR: -1%; Integrin act MD: 11%; MBNL1-CUG inh: 3%; A-T KAP1 phos: -2%; Mito fusion act: inconclusive; TSG101-PTAP inh: -2%

Results for Cc1ccccc1C1CC(c2ccc(Br)cc2)Nc2nc(N)nn21 (stereo not drawn) ?
TCR act: -3%[46.1 µM]; CXXC DNA block: -2%; ASM inhibitor: 5%; TSHR antag: -8; Menin MLL FP TR: 4%; Integrin act MD: 26%; MBNL1-CUG inh: -6%; A-T KAP1 phos: 0%; Mito fusion act: -4%; TSG101-PTAP inh: -4%

How did COc1ccc(NC(=O)CSc2nnc(Cn3cnc4ccccc43)n2C)cc1 do in these assays?
TCR act: -1%[46.1 µM]; CXXC DNA block: -14%; ASM inhibitor: -4%; TSHR antag: -5; Menin MLL FP TR: 4%; Integrin act MD: 10%; MBNL1-CUG inh: inconclusive; Mito fusion act: -2%; TSG101-PTAP inh: -2%

How did COC(=O)c1cc2c([nH]c1=O)CCCC2=O do in these assays?
TCR act: 5%; ASM inhibitor: 11%; Integrin act MD: -24%; TSG101-PTAP inh: -2%

How did CCOc1ccc(C(=O)c2cccs2)cc1 do in these assays?
TCR act: -1%; CXXC DNA block: -1%; ASM inhibitor: -1%; TSHR antag: -12; Menin MLL FP TR: -4%; Integrin act MD: 36%; MBNL1-CUG inh: 19%; A-T KAP1 phos: 5%; Mito fusion act: 1%; TSG101-PTAP inh: -1%

Results for O=C(COC(=O)c1n[nH]c2ccccc12)Nc1ccccc1F ?
TCR act: 2%[46.1 µM]; ASM inhibitor: -3%; TSHR antag: -10; Integrin act MD: 2%; A-T KAP1 phos: 13%; TSG101-PTAP inh: 0%

Results for COc1ccc(CCNC(=O)C2CCN(S(=O)(=O)c3ccc(NC(C)=O)cc3)CC2)cc1OC ?
TCR act: 4%; CXXC DNA block: 10%; ASM inhibitor: -1%; TSHR antag: 0; Menin MLL FP TR: 17%; Integrin act MD: 3%; MBNL1-CUG inh: -6%; A-T KAP1 phos: 0%; Mito fusion act: 0%; TSG101-PTAP inh: 1%

What do the screens show for `Cc1cccc(N(C(=O)c2nsc(Cl)c2Cl)C(C(=O)NC2CCCC2)c2ccc(O)cc2)c1` (stereo not drawn)?
TCR act: 0%; CXXC DNA block: inconclusive; ASM inhibitor: 1%; TSHR antag: 12; Menin MLL FP TR: -7%; Integrin act MD: 5%; A-T KAP1 phos: 2%; Mito fusion act: 20%; TSG101-PTAP inh: -2%

What do the screens show for `Cc1ccc(S(=O)(=O)N2CCCC2C(=O)NCCc2ccccc2)cc1` (stereo not drawn)?
TCR act: 4%; CXXC DNA block: -5%; ASM inhibitor: -2%; TSHR antag: -4; Menin MLL FP TR: 10%; Integrin act MD: -23%; MBNL1-CUG inh: 1%; A-T KAP1 phos: 4%[11.5 µM]; Mito fusion act: -1%; TSG101-PTAP inh: -1%

Ordered by number of heavy atoms (ascending): some entries from above.
Results for O=C(COC(=O)c1n[nH]c2ccccc12)Nc1ccccc1F ?
TCR act: 2%[46.1 µM]; ASM inhibitor: -3%; TSHR antag: -10; Integrin act MD: 2%; A-T KAP1 phos: 13%; TSG101-PTAP inh: 0%

What do the screens show for `Cc1cccc(N(C(=O)c2nsc(Cl)c2Cl)C(C(=O)NC2CCCC2)c2ccc(O)cc2)c1` (stereo not drawn)?
TCR act: 0%; CXXC DNA block: inconclusive; ASM inhibitor: 1%; TSHR antag: 12; Menin MLL FP TR: -7%; Integrin act MD: 5%; A-T KAP1 phos: 2%; Mito fusion act: 20%; TSG101-PTAP inh: -2%

How did COc1ccc(CNC(=O)C2CCN(c3cc(C(=O)Nc4cccc(OC)c4)ccn3)CC2)cc1 do in these assays?
TCR act: -6%; CXXC DNA block: 2%; ASM inhibitor: 32%; TSHR antag: 5; Menin MLL FP TR: 19%; Integrin act MD: -35%; MBNL1-CUG inh: 58%[activator]; A-T KAP1 phos: 8%; Mito fusion act: -54%[inhibitor]; TSG101-PTAP inh: -4%
